GIRK2 act = Activators of human GIRK2-containing channels | P48051 | HEK293 GIRK2/NPY4 cells, thallium flux fluorescence | activation (% efficacy), % for hits at 37.5 µM | 34,000 tested, under 10 active | AID 1259324;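 active = primary screen hit, no activity in plain HEK293 cells, and in GIRK2-only cells above 5% efficacy rising with concentration; inactive = the rest, including fluorescent compounds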;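 note: efficacy is normalized control-subtracted fluorescence 15 s after thallium addition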
Target sequence (P48051 whole entry, looked up): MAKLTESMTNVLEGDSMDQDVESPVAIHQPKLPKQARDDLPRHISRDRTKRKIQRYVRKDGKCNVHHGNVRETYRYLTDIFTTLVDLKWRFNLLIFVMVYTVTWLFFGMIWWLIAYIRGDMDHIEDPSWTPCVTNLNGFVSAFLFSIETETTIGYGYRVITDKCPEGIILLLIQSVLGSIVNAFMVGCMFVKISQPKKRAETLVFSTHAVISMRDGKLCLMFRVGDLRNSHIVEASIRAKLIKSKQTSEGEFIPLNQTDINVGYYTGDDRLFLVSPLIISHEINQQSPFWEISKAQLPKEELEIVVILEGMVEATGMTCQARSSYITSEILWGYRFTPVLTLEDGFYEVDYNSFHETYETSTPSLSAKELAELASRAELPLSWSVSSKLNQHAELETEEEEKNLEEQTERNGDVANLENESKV
Calls only; i = inactive.

| SMILES | GIRK2 act |
| --- | --- |
| CCn1nc(C(=O)NCCOc2ccc(-c3ccco3)nn2)ccc1=O | i |
| Cc1cccc(S(=O)(=O)NCC(O)c2cccn2C)c1 (stereo not drawn) | i |
| COc1ccc(NC(=O)NCCCn2nc(-c3ccccc3)ccc2=O)c(OC)c1 | i |
| CCSc1ccc(C(=O)Nc2nnc(Cc3cccs3)o2)cc1 | i |
| COc1ccc2sc(N(CC3CCCO3)C(=O)C3CCCC3)nc2c1 (stereo not drawn) | i |
| COc1cc(C(=O)N(CCN2CCOCC2)c2nc3c(C)cccc3s2)cc(OC)c1OC | i |
| COc1ccc(NC(=O)c2ccc(C(F)(F)F)cc2)cc1N1CCCC1=O | i |
| Cc1cc(=O)[nH]c(-n2nc(C)c(CCC(=O)Nc3cc(C)on3)c2C)n1 | i |
| Cn1ccnc1SCc1cc(=O)c(OC(=O)CC2CCCCC2)co1 | i |
| Cc1ccc(NC(=O)C(=O)NCC2CCN(c3cnccn3)CC2)cc1Cl | i |
| CCn1ccnc1N1CCN(C(=O)c2cn(C)nc2OC)CC1 | i |
| CCc1nnc(-c2ccc(NC(=O)c3ccccc3OC)cc2)o1 | i |
| CCOc1ccc(-c2cc(=O)n(CC(=O)NCc3csc(-c4ccccc4)n3)cn2)cc1 | i |
| O=C(COc1ccc(Cl)cc1)NCC(c1cccs1)N1CCOCC1 (stereo not drawn) | i |
| Cc1ccc(NC(=O)N2CCN(S(=O)(=O)C3CC3)CC2)cc1C | i |
| COc1ccc(CCNC(=O)NCCn2nc(-c3ccccn3)n(C)c2=O)cc1 | i |
| Cc1nc(NCCNC(=O)CCCc2ccccc2)cc(-n2ccnc2C)n1 | i |
| Cc1cc(C(=O)Nc2nn(C)c3c2C(c2ccco2)CC(=O)N3)c(C)o1 (stereo not drawn) | i |
| COC(=O)c1sccc1S(=O)(=O)NCc1nn(C)c(=O)c2ccccc12 | i |
| COc1ccc(Nc2nc(NCc3ccccc3OC)nc3[nH]ncc23)cc1 | i |
| CNS(=O)(=O)c1ccc(C(=O)Nc2nccs2)o1 | i |
| COc1ccc(-c2noc(-c3ccc(=O)n(CC(=O)NCc4ccc(SC)cc4)c3)n2)cc1 | i |
| O=C(NCC1CCN(C(=O)c2ccncc2)CC1)C(=O)NCC(F)(F)F | i |
| CC(=O)Nc1cccc(NC(=O)CSc2nc(=O)n(CC3CCCO3)c3c2CCC3)c1 (stereo not drawn) | i |
| COc1ccc(C(=O)NCCN2CCn3cc(OCc4ccccc4)c(=O)cc3C2=O)cc1 | i |
| Cc1cc(C(=O)N2CCN(Cc3nc(-c4ccc(F)cc4)cs3)CC2)no1 | i |
| COc1ccccc1OCC(=O)NCC1CCN(C(C)C)CC1 | i |
| COC(=O)C1=C(C)N(CCC2=CCCCC2)C(=O)/C1=C\c1cccs1 | i |
| Cc1cc(N(C)C)nc(NCCNC(=O)C2CCCC2)n1 | i |
| COc1ccc(NC(=O)Nc2cc(N3CCCS3(=O)=O)ccc2C)cc1OC | i |
| CCOc1ccc(-c2cc(=O)n(CC(=O)OC)cn2)cc1 | i |
| CN(C)c1ccc(CCNC(=O)C23CC4CC(CC(C4)C2)C3)cc1 | i |
| Cc1cc(C(=O)Nc2ccc3c(c2)N(C(=O)c2cccs2)CC3)c(C)o1 | i |
| COc1ccc(C)c2sc(NC(=O)CCCS(=O)(=O)c3ccccc3)nc12 | i |
| CCOCCn1c(=NC(=O)c2c(C)cnn2C)sc2cc(S(N)(=O)=O)ccc21 | i |
| COc1cc(NC(=O)N2CCN(c3ccc(-c4ccco4)nn3)CC2)cc(OC)c1OC | i |
| COc1ccc(NC(=O)CSc2ccc(NC(=O)c3cccc(F)c3)nn2)cc1 | i |
| COc1cccc(C(=O)CSc2ccc(NC(=O)c3ccco3)nn2)c1 | i |
| COc1ccc(NC(C)=O)cc1NC(=O)CCCn1nc(-c2ccc(C)cc2)ccc1=O | i |
| COc1ccc(-c2noc(Cn3cnc4c(nnn4-c4ccccc4)c3=O)n2)c(OC)c1 | i |
| CCCCOc1ccc(C(=O)Nc2ccc(CC(N)=O)cc2)cc1 | i |
| O=S(=O)(NCCNc1cc(-n2cccn2)ncn1)c1cc(F)ccc1F | i |
| COc1cc(OC)cc(C(=O)Nc2cc3c4c(c2)CCN4C(=O)CC3)c1 | i |
| O=C(c1ccc(OC(F)(F)F)cc1)N1CCCSCC1CN1CCOCC1 (stereo not drawn) | i |
| O=C(NCCN1CCN(C(=O)c2c(F)cccc2Cl)CC1)c1ccsc1 | i |
| COCCn1nnn(-c2ccc(NS(=O)(=O)c3ccc4c(c3)CCCC4)cc2)c1=O | i |
| CN(C)c1oc(-c2cccs2)nc1S(=O)(=O)c1ccc(Cl)cc1 | i |
| CN1CCN(c2ccc(N3CCN(C(=O)COc4ccccc4)CC3)nn2)CC1 | i |
| O=C(COc1ccccc1)NCCC(O)c1cccs1 (stereo not drawn) | i |
| COC(=O)c1ccc(Cn2nc(-c3ccco3)c3sc(N4CCCCC4)nc3c2=O)cc1 | i |
| CCOC(=O)C(=O)NC(C)(C)C | i |
| CS(=O)(=O)N1CCN(C(=O)Cc2csc(NC(=O)c3ccco3)n2)CC1 | i |
| Cc1ccc(C)c(N2CCN(S(=O)(=O)c3ccsc3C(=O)NCc3ccco3)CC2)c1 | i |
| Cc1ccc(C)c(NC(=O)C(=O)NCC(c2cccn2C)N2CCc3ccccc3C2)c1 (stereo not drawn) | i |
| COc1ccc(Cl)cc1C(=O)N1CCC(c2cccs2)CC1 | i |
| Cc1cc(C(=O)N2CCOCC2)nn1CC(=O)NCCC(c1ccccc1)c1ccccc1 | i |
| Cc1nn(-c2nc(C)c(C)c(=O)[nH]2)c(C)c1CCC(=O)Nc1ccc2c(c1)OCCO2 | i |
| COCCCNC(=O)C(=O)NCC(C)C | i |
| CCCCCNC(=O)c1ccc2c(=O)n(Cc3ccccc3Cl)c(=S)[nH]c2c1 | i |
| Cc1cc([N+](=O)[O-])ccc1NC(=O)C(=O)NCC(c1cccc2ccccc12)N(C)C (stereo not drawn) | i |

Other compounds.
| SMILES | GIRK2 act |
| --- | --- |
| O=C(Cc1cc(-c2ccccc2)on1)NCCCn1ccnc1 | i |
| CCCc1nnsc1C(=O)NCC1CCN(C(=O)/C=C/c2ccco2)CC1 | i |
| O=C(Nc1ccc2c(c1)OCCO2)N1CCN(c2ccc(Nc3cccnc3)nn2)CC1 | i |
| COC(=O)c1ccc(C(=O)NCc2nc(C)no2)cc1 | i |
| COc1cc(C(=O)NC(C)C)c(Br)c(OC)c1OC | i |
| CC(C)N1CCC(CNC(=O)c2ccco2)CC1 | i |
| CS(=O)(=O)N1CCCc2ccc(NC(=O)C3CC(=O)N(c4ccc(Cl)cc4)C3)cc21 (stereo not drawn) | i |
| CC1CCN(C(=O)c2cc(N3C(=O)CCS3(=O)=O)ccc2Cl)CC1 | i |
| COc1ccc(S(=O)(=O)NCC2CCN(Cc3ccco3)CC2)cc1 | i |
| CS(=O)(=O)NCCc1ccsc1 | i |
| O=C(N1CCOCC1)N1CCN(S(=O)(=O)c2ccc(Cl)cc2)CC1 | i |
| O=C(c1ccc(Cl)s1)N1CCN(C(=O)c2cnn3ccccc23)CC1 | i |
| CC(C)(C)n1ncc2c(=O)n(NC(=O)c3ccc4c(c3)OCO4)cnc21 | i |
| O=C(C1COc2ccccc2O1)N(CCCn1ccnc1)c1nc2c(F)cccc2s1 (stereo not drawn) | i |
| O=C(Nc1cc(-c2ccco2)nn1CCO)c1ccco1 | i |
| CCOc1ccccc1-n1nnnc1SCC(=O)Nc1ccc(C(C)C)cc1 | i |
| COc1ccc(NC(=O)c2cccc(Br)c2)cc1N1CCCCC1=O | i |
| COc1cc(C)c(C)cc1S(=O)(=O)NCC1CCN(C(=O)c2snnc2C)CC1 | i |
| CCCc1cc(NCc2ccccn2)n2nc(C)c(-c3ccccc3)c2n1 | i |
| COc1ccc(NC(=O)C(=O)NCC2(c3cccs3)CCCC2)cc1OC | i |
| O=C(CSc1nc(=O)n(CC2CCCO2)c2c1CCCC2)Nc1ccc(F)cc1F (stereo not drawn) | i |
| COc1cccc(NC(=O)Cn2cc(-c3nnc(-c4ccco4)o3)c3ccccc32)c1 | i |
| O=C(CN1C(=O)CCC1=O)NCC1(O)CCc2ccccc21 (stereo not drawn) | i |
| NC(=O)C1CCN(c2nc(/C=C/c3ccccc3)c([N+](=O)[O-])c(NCc3ccco3)n2)CC1 | i |
| COc1cccc(CSc2n[nH]c(=O)c3cc(-c4ccc(F)cc4)nn23)c1 | i |
| COc1ccc(S(=O)(=O)c2c(C)cc(C)n(CC(=O)Nc3ccccc3OC)c2=O)cc1 | i |
| CC(C)(C)c1ccc(OCC(=O)Nc2ccc3c(c2)N(C(=O)c2cccs2)CC3)cc1 | i |
| CCOc1ccc(S(=O)(=O)N2CCN(Cc3nc(-c4ccco4)cs3)CC2)cc1 | i |
| COc1ccc(OC)c(S(=O)(=O)Nc2ccc(CC(=O)NCc3cccs3)cc2)c1 | i |
| COc1ccc(Nc2cc(C)nc(-n3cc([N+](=O)[O-])cn3)n2)cc1OC | i |
| Cc1cc(NC(=O)CSc2nnnn2-c2ccc(C(C)C)cc2)no1 | i |
| O=C1CC(NC(=O)C(c2ccccc2)c2ccccc2)CN1 (stereo not drawn) | i |
| COc1ccccc1CCNC(=O)C(=O)Nc1ccc2c(c1)OCO2 | i |
| Cc1cc(-c2nnc(SCC(=O)Nc3cccc(C(F)(F)F)c3)o2)c(C)o1 | i |
| COc1ccc(-c2ccc(N3CCN(C(=O)C4CCCCC4)CC3)nn2)cc1OC | i |
| Cc1ccc(-c2ccc(N3CCN(C(=O)c4ccccc4F)CC3)nn2)cc1 | i |
| Cn1cccc1C(CNC(=O)c1ccccc1C(F)(F)F)N1CCOCC1 (stereo not drawn) | i |
| COc1ccc(-c2c3c(nc4sc(C(=O)N5CCOCC5)c(N)c24)CC(C)(C)CC3=O)cc1 | i |
| COc1cc2nc(SCC(=O)Nc3ccccc3C)n3nc(C)nc3c2cc1OC | i |
| CC(C)(C)c1ccc(C(=O)N2CCC3(CC2)NC(=O)NC3=O)cc1 | i |
| NC(=O)C1CCN(S(=O)(=O)c2ccc(N3C(=O)CCS3(=O)=O)cc2)CC1 | i |
| Cc1ccc(S(=O)(=O)NCCCC(=O)NCc2ccco2)cc1 | i |
| O=C(Cc1ccc(NS(=O)(=O)c2ccc(Cl)s2)cc1)N1CCOCC1 | i |
| CCn1nc(C(=O)Nc2cccc(C(C)=O)c2)cc1C | i |
| Cc1ccc(Nc2ccc(N3CCN(C(=O)Cc4ccc(F)cc4)CC3)nn2)cc1 | i |
| COc1cc(OC)cc(C(=O)Nc2nnc(-c3ccc(Br)s3)o2)c1 | i |
| COCCNc1oc(-c2ccco2)nc1S(=O)(=O)c1ccc(Cl)cc1 | i |
| COc1ccc(S(=O)(=O)NCCn2nc(-c3ccncc3)ccc2=O)cc1F | i |
| CN1CCN(n2c3c(c(SCC(=O)Nc4cccc([N+](=O)[O-])c4)nc2=O)CCC3)CC1 | i |
| CCn1nnc2c(N3CCN(CC(=O)Nc4cc(C)cc(C)c4)CC3)ncnc21 | i |
| CCOc1ccc2ccccc2c1C(=O)N(Cc1ccsc1)Cc1ccccn1 | i |
| COc1ccc(N2CCN(C(=O)c3cc(OC)c(OC)c(OC)c3)CC2)nn1 | i |
| O=C(NCC(c1ccco1)N1CCN(c2ccc(F)cc2)CC1)c1cnccn1 (stereo not drawn) | i |
| COc1ccc(C(CNC(=O)C(=O)Nc2cccc(Cl)c2C)N2CCOCC2)cc1 (stereo not drawn) | i |
| Cc1onc(-c2ccccc2Cl)c1C(=O)N1CCN(C(=O)c2cnn3ccccc23)CC1 | i |
| Cc1c(Cl)cccc1S(=O)(=O)N1CCCN(CCn2cccn2)CC1 | i |
| CCOC(=O)CCC(=O)Nc1ccc2c(C(C)C)cc(=O)[nH]c2c1 | i |
| Cc1ccc(CNC(=O)Cc2csc(NC(=O)c3ccc(=O)[nH]c3)n2)cc1 | i |
| O=C(Nn1cnc2c(cnn2-c2ccccc2)c1=O)c1ccc(Cl)c([N+](=O)[O-])c1 | i |
| Cc1cc(Cl)ccc1OCC(O)CN1CCCCC1C (stereo not drawn) | i |

Filtered by structure, those above with a nitro group on carbon.
| SMILES | GIRK2 act |
| --- | --- |
| Cc1cc([N+](=O)[O-])ccc1NC(=O)C(=O)NCC(c1cccc2ccccc12)N(C)C (stereo not drawn) | i |
| NC(=O)C1CCN(c2nc(/C=C/c3ccccc3)c([N+](=O)[O-])c(NCc3ccco3)n2)CC1 | i |
| COc1ccc(Nc2cc(C)nc(-n3cc([N+](=O)[O-])cn3)n2)cc1OC | i |
| CN1CCN(n2c3c(c(SCC(=O)Nc4cccc([N+](=O)[O-])c4)nc2=O)CCC3)CC1 | i |
| O=C(Nn1cnc2c(cnn2-c2ccccc2)c1=O)c1ccc(Cl)c([N+](=O)[O-])c1 | i |

Looked up one by one from the entries so far, 2 records:
| SMILES | GIRK2 act |
| --- | --- |
| CCn1nnc2c(N3CCN(CC(=O)Nc4cc(C)cc(C)c4)CC3)ncnc21 | i |
| COc1cc(OC)cc(C(=O)Nc2nnc(-c3ccc(Br)s3)o2)c1 | i |

Additional results follow:
| SMILES | GIRK2 act |
| --- | --- |
| O=C(c1cc2ccccc2oc1=O)N1CCOC(c2ccccc2)C1 (stereo not drawn) | i |
| CC(C)c1cc(=O)[nH]c(-n2nc(-c3ccco3)cc2NC(=O)c2cc3ccccc3o2)n1 | i |
| Cc1ccc(Nc2nc(C)c([N+](=O)[O-])c(N3CCOCC3)n2)c(C)c1 | i |
| O=C(Nc1ccc(F)c(F)c1)c1csc(NS(=O)(=O)c2cccs2)n1 | i |
| CC(=O)N1CCCc2cc(S(=O)(=O)Nc3ccc4nc(C)n(-c5ccccc5)c(=O)c4c3)ccc21 | i |
| CCOC(=O)N1CCN(C(=O)CN2CCC(Cn3cnc4ccccc43)CC2)CC1 | i |
| O=C(NCC(O)(c1ccccc1)C(F)(F)F)c1c(F)cccc1F (stereo not drawn) | i |
| CC1CCc2c(sc(NC(=O)c3ccc(S(=O)(=O)C(C)C)cc3)c2C#N)C1 (stereo not drawn) | i |
| O=C(NCC(=O)N1CCOC(c2ccccc2)C1)C(=O)NCc1cccs1 (stereo not drawn) | i |
| O=C(Nc1onc2c1CCCC2)c1csc(-c2cnccn2)n1 | i |
| O=C(NCC(=O)N1CCOC(c2ccccc2)C1)c1ccc(-c2ccccc2)cc1 (stereo not drawn) | i |

Source: PubChem BioAssay (Vanderbilt University)

These rows are one share of the data. The share of hits here may be higher or lower than overall.
